# Screening data: PubChem BioAssay, several laboratories
# dFosB activator: activators of delta FosB homodimer, primary screen, biochemical, fluorescence polarization, TAMRA-CDK5 oligo, single point | Protein FosB (Mus musculus), P13346 | purified delta FosB; percent of positive-control signal above neutral wells | activation, % at 25 µM | 340,000 tested, 0.99% active | AID 493131, 2011;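 active = mean activation above about 17%, with every replicate also reaching it, limit read from the data, passing the limit was not always enough; inconclusive = only one of the two conditions met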;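 also: fluorescence polarization rise as delta FosB binds a TAMRA Cdk5 AP-1 oligo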
# Target sequence (P13346 whole entry, looked up): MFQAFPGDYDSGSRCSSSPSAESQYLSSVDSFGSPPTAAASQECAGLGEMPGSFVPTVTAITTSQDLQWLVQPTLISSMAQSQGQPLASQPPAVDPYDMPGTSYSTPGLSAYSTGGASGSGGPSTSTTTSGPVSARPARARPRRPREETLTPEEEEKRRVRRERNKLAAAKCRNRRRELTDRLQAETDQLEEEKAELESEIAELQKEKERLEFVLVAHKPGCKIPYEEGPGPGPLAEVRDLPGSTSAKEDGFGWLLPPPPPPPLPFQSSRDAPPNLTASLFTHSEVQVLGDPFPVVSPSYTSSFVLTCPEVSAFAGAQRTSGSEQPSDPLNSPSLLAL
# CDK5 p35 inh: inhibitors of human CDK5/p35 kinase, primary screen, biochemical, single concentration; inhibition, % at 10 µM; 330,000 tested, 0.01% active; AID 488839, 2010; Recombinant CDK5/p35, ADP-Glo luminescence, 60 min;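 active = highest replicate inhibition of at least 50% and at least 75% of replicates reaching 50%; inconclusive = only one of the two criteria met; inactive = both criteria failed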;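 also: plate controls were DMSO neutral control for no effect and GW8510 at 10 µM for full effect; many of its hits are not listed in these tables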
# Target sequence (Q00535 whole entry, looked up): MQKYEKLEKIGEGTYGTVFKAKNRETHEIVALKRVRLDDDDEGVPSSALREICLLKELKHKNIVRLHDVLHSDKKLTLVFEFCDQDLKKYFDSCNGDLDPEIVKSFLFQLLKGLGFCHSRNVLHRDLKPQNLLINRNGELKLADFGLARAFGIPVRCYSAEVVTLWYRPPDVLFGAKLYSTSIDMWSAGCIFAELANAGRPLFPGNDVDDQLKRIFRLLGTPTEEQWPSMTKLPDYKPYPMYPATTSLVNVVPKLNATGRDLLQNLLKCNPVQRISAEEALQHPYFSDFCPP
# Target sequence (Q15078 whole entry, looked up): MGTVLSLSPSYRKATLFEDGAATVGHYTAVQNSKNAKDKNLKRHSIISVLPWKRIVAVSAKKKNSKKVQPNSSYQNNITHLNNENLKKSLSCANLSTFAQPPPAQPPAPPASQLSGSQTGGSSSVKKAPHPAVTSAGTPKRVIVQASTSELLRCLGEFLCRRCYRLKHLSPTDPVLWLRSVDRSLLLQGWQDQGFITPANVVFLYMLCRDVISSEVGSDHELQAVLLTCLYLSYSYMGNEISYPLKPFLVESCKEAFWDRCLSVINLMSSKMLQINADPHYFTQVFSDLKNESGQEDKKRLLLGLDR
# V-ATPase pH: regulators of yeast V-ATPase proton pumping, primary screen, pHLuorin cytosolic pH fluorescence. 350,000 tested, 0.37% active. response, % at 10 µM. S. cerevisiae; in the data active = response mostly above about 7.3%, no sharp cut-off; inactive = mostly below about 5.4%; also: actives read high; inactives centre near 0; some compounds called inactive have numbers as strong as hits; reference of the scale not given here
# NSD2 HMT inh: NSD2 histone methyltransferase inhibitors, primary screen, biochemical, AlphaScreen, single concentration, set 2. Histone-lysine N-methyltransferase NSD2 (Homo sapiens), O96028. NSD2 peptide methylation, 120 min. inhibition, % at 12.5 µM. 310,000 tested, 0.54% active; in the data active = inhibition above about 50%
# HTR5A ag ctr: HTR5A agonists in luminescence cell assay, primary screen, counter-screen for OPRM1-OPRD1 heterodimer agonist project, full-deck HTS; cell-based; activation, % at 9.3 µM; 340,000 tested, 0.61% active; AID 504692, 2011; in the data active = activation mostly above about 9.5%, no sharp cut-off; inactive = mostly below about 7.6%;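 also: 0% = cells with vehicle only and 100% = reference agonist; strong numbers were not always called active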
# SR-BI HDL uptake: inhibitors of SR-BI mediated HDL lipid uptake, primary screen, ldlA[mSR-BI] cells, fluorescence, single point; inhibition, % at 12.5 µM; AID 488896, 2010; 320,000 tested, 0.96% active; Scavenger receptor class B member 1 (Mus musculus), Q61009; ldlA[mSR-BI] CHO cells, DiI-HDL uptake fluorescence, 3 h;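 active = mean replicate inhibition of at least 70% and a set share of replicates each scoring 70 or more; inconclusive = meets just one of the two criteria; inactive = fails both criteria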;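 also: 0% = median of neutral control wells and 100% = median of positive control wells; values of inactives mirror those of a sister screen read the other way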
# MITF TRPM1 HTS: activators of MITF-driven TRPM1 promoter reporter, primary screen, cell-based, SK-MEL-5, luciferase, single point; activation, % at 12.5 µM; 300,000 tested, 0.75% active; SK-MEL-5 TRPM1-promoter luciferase, 24 h; % of positive control, neutral wells = 0; AID 588334, 2011;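 active = mean activation of at least 80% with every replicate also reaching 80%; inconclusive = mean reaches 80% but some replicate falls short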;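 also: 0% = neutral control wells and 100% = parthenolide positive control wells; values of inactives mirror those of a sister screen read the other way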
# HTR5A inv ag: HTR5A inverse agonists in luminescence cell assay, primary screen, counter-screen for OPRM1-OPRD1 heterodimer inverse agonist project, full-deck HTS; 340,000 tested, 0.083% active; inhibition, % at 9.3 µM; AID 504634, 2011; 5-hydroxytryptamine receptor 5A (Homo sapiens), P47898; HTR5A cell line, inverse agonism; in the data active = inhibition mostly above about 23%, no sharp cut-off; inactive = mostly below about 18%;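 also: 0% = cells with DMSO and 100% = no-cell wells with DMSO; some compounds called inactive have numbers as strong as hits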
# PvdQ acylase: P. aeruginosa PvdQ acylase inhibitors, primary screen, biochemical, fluorescence, plate reader and imaging, single point | PvdQ acylase [Pseudomonas aeruginosa LESB58] | purified PvdQ acylase | inhibition, % at 10 µM | 340,000 tested, 0.063% active; in the data active = inhibition above about 30%, passing the limit was not always enough; inconclusive = no clear call, values can overlap the other calls;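 also: 0% = vehicle neutral wells and 100% = reference inhibitor wells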
# Wnt bcat act: Wnt/beta-catenin pathway activators, primary screen, cell-based, plate reader, single point | Wnt/beta-catenin reporter cell assay, activator | activation, % at 9.35 µM | 300,000 tested, 1.2% active | AID 743398, 2014; in the data active = activation above about 30%, passing the limit was not always enough; inconclusive = no clear call, values can overlap the other calls;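 also: 0% = neutral control wells and 100% = positive control wells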
# An asterisk follows results filed as active; ? = inconclusive; . = no result given.
SMILES,dFosB activator,CDK5 p35 inh,V-ATPase pH,NSD2 HMT inh,HTR5A ag ctr,SR-BI HDL uptake,MITF TRPM1 HTS,HTR5A inv ag,PvdQ acylase,Wnt bcat act
NC1=NC[C@H](Cc2ccccc2)N1CCCCC1CCCCC1,-2.8,1.0,0.3,.,7.0,4.6,6.7,-17.7,-12.1,-4.6
CCC(NC(=O)c1cc(COc2ccc(OC)cc2Cl)on1)c1ccncc1 (centres undefined),-8.5,-0.7,-1.5,-0.8,3.5,28.6,49.8,19.7,-5.4,18.9
CCCCSCCCNC(=O)c1cn(C)c2ccc(S(=O)(=O)N3CCCC3)cc2c1=O,-1.9,-4.6,-1.1,-2.0,-0.8,-20.4,3.4,-28.6,-13.1,0.0
Cc1ccc(C)c(S(=O)(=O)NCc2ccc(C(=O)NCc3ccco3)cc2)c1,-7.1,0.6,2.4,-4.2,-0.5,22.9,0.0,-5.7,-13.3,3.2
CNC(=S)N(Cc1ccco1)Cc1cc2cc(OC)c(OC)cc2[nH]c1=O,-1.5,0.0,7.4,-2.2,0.8,-0.1,-3.2,-19.5,10.4,-0.7
CCOc1ccccc1C(=O)OCC(=O)NCC1CCCO1 (centres undefined),6.7,-0.7,1.3,0.8,-2.2,-28.4,-0.8,-8.0,5.3,-3.9
Cc1ccccc1CN1C(=O)CSc2ccc(C(=O)N3CCOCC3)cc21,-11.7,-0.7,5.3,1.6,2.7,-14.5,0.1,6.0,-9.0,.
Nc1ncnc2c1ncn2C1C=C(CO)C(O)C1O (centres undefined),1.3,-1.6,-3.8,-1.0,1.7,-10.9,12.2,-6.7,-8.5,.
O=[N+]([O-])c1c(Nc2cccc(O)c2)cc(Cl)c2nonc12,2.5,3.3,-4.5,19.5,-7.4,-10.9,.,27.4,1.8,-18.1
CCCCNC(=O)CCCCCn1c(=O)[nH]c2cc(C(=O)OC)ccc2c1=O,4.0,4.6,1.6,0.4,4.1,26.0,-1.2,-11.5,7.9,0.3
COc1ccc(S(=O)(=O)Nc2cc(C(=O)NCCC(C)C)ccc2N2CCOCC2)cc1,-10.0,-2.2,-2.1,-4.3,0.0,-13.5,8.4,-15.1,-31.4,-2.5
CCn1nc(C)c(CNC(=O)C2CCC(=O)N(Cc3cccc(F)c3)C2)c1C (centres undefined),-3.1,0.6,-1.3,-2.5,-5.2,5.2,5.0,12.6,-3.9,1.1
CN1CCN(S(=O)(=O)c2cccc(C(=O)N(Cc3nnc(-c4ccc(Cl)cc4)o3)C3CC3)c2)CC1,-7.7,-0.1,2.8,0.8,0.1,7.1,-1.0,-0.3,-7.1,-1.5
COc1ccc(CCNC(=O)C2CCN(C(=O)c3ccc(Br)cc3)CC2)cc1OC,-4.6,0.3,-2.7,-1.0,1.9,44.4,9.9,-7.2,-14.8,0.8
Cc1ccc(NC(=O)Cc2ccccc2Cl)cc1S(=O)(=O)N(C)C,0.9,-1.8,2.4,-2.5,-4.7,26.7,-3.3,12.6,-25.5,.
CCN(CC)S(=O)(=O)c1ccc(NN)nc1,3.4,-2.9,1.1,0.9,5.1,6.9,-19.2,-13.7,0.9,-1.8
Cc1cccc(C)c1NC(=S)N1CCOCC1,1.2,-1.6,0.8,-3.6,4.6,-10.6,3.6,14.5,3.8,-0.9
CC(C)(C)NC(=O)CSc1ncnc2c1nnn2Cc1ccccc1Cl,-7.4,-0.4,-1.9,5.7,-5.7,-2.6,-9.6,-30.7,-6.2,.
CC(C)(C)NC(=O)C(c1ccc(F)cc1)N(Cc1ccco1)C(=O)CCC(=O)Nc1nccs1 (centres undefined),-1.3,-0.1,-2.2,-0.7,4.2,-5.7,3.7,-6.8,9.7,-2.7
CC1(C)CC(=O)C(Sc2nnc(-c3ccc(NS(C)(=O)=O)cc3)n2Cc2ccco2)C(=O)C1,5.6,0.9,-0.8,1.2,0.6,-38.2,-7.5,-2.6,-1.2,.
CCOC(=O)c1nnn(-c2nonc2N)c1CSc1nnc(N)s1,0.7,0.2,-1.3,-3.1,-1.2,-11.5,-3.0,3.5,-14.8,0.2
O=CN1CCN(C(=S)Nc2ccc(OC(F)F)cc2)CC1,-5.0,0.0,-0.1,-1.9,2.2,38.0,-8.9,4.5,-15.9,-1.4
c1ccc2[nH]c(CN3CCOCC3)nc2c1,0.8,-0.3,0.1,-0.6,-0.3,-16.8,5.4,0.8,2.8,-0.5
CN(CC(=O)NCc1ccccn1)S(=O)(=O)c1ccccc1,-0.2,2.1,1.6,.,6.6,3.2,6.4,-38.2,-3.8,.
COc1ccc(C(=O)OCC(=O)Nc2cc(C)on2)cc1S(=O)(=O)N1CCOCC1,-6.1,1.0,-0.1,-3.4,-0.8,-10.2,-4.7,8.1,7.9,-2.3

# Reprinted at random: four entries already listed.
SMILES,dFosB activator,CDK5 p35 inh,V-ATPase pH,NSD2 HMT inh,HTR5A ag ctr,SR-BI HDL uptake,MITF TRPM1 HTS,HTR5A inv ag,PvdQ acylase,Wnt bcat act
CC1(C)CC(=O)C(Sc2nnc(-c3ccc(NS(C)(=O)=O)cc3)n2Cc2ccco2)C(=O)C1,5.6,0.9,-0.8,1.2,0.6,-38.2,-7.5,-2.6,-1.2,.
COc1ccc(S(=O)(=O)Nc2cc(C(=O)NCCC(C)C)ccc2N2CCOCC2)cc1,-10.0,-2.2,-2.1,-4.3,0.0,-13.5,8.4,-15.1,-31.4,-2.5
Cc1ccc(NC(=O)Cc2ccccc2Cl)cc1S(=O)(=O)N(C)C,0.9,-1.8,2.4,-2.5,-4.7,26.7,-3.3,12.6,-25.5,.
CC(C)(C)NC(=O)C(c1ccc(F)cc1)N(Cc1ccco1)C(=O)CCC(=O)Nc1nccs1 (centres undefined),-1.3,-0.1,-2.2,-0.7,4.2,-5.7,3.7,-6.8,9.7,-2.7

# Another view of some results above:
structure	dFosB activator	CDK5 p35 inh	V-ATPase pH	NSD2 HMT inh	HTR5A ag ctr	SR-BI HDL uptake	MITF TRPM1 HTS	HTR5A inv ag	PvdQ acylase	Wnt bcat act
CCCCSCCCNC(=O)c1cn(C)c2ccc(S(=O)(=O)N3CCCC3)cc2c1=O	-1.9	-4.6	-1.1	-2.0	-0.8	-20.4	3.4	-28.6	-13.1	0.0
Cc1ccc(C)c(S(=O)(=O)NCc2ccc(C(=O)NCc3ccco3)cc2)c1	-7.1	0.6	2.4	-4.2	-0.5	22.9	0.0	-5.7	-13.3	3.2
CNC(=S)N(Cc1ccco1)Cc1cc2cc(OC)c(OC)cc2[nH]c1=O	-1.5	0.0	7.4	-2.2	0.8	-0.1	-3.2	-19.5	10.4	-0.7

# Later entries.
SMILES,dFosB activator,CDK5 p35 inh,V-ATPase pH,NSD2 HMT inh,HTR5A ag ctr,SR-BI HDL uptake,MITF TRPM1 HTS,HTR5A inv ag,PvdQ acylase,Wnt bcat act
O=S(=O)(c1ccc(SCCOc2ccc(F)cc2)nc1)N1CCCC1,-3.9,-0.5,-1.8,-0.4,-5.6,8.5,6.7,13.8,0.6,9.4
COc1ccc(-c2cnc(N)nc2-c2ccc(OCc3ccccc3)cc2O)cc1,-0.5,2.5,1.7,3.0,3.8,27.2,1.2,23.5,-3.2,7.1
COc1ccc(Cl)cc1S(=O)(=O)Nc1noc2ccccc12,-5.7,0.5,-4.7,2.1,6.6,-31.4,-5.5,-24.5,7.9,-0.2
Fc1ccc(CNCc2ccc3c(c2)OCO3)cc1,-2.0,0.3,2.9,2.1,2.9,-12.5,6.7,-10.6,16.3,-1.3
Cc1cc(NC(=O)CCC(=O)N(c2ccc(F)cc2)C(C(=O)NC2CCCC2)c2cccnc2)no1 (centres undefined),-4.7,0.2,1.0,1.4,-5.0,-7.8,1.6,-31.1,-1.5,2.9
CCOC(=O)N1CCN(C(=O)c2ccc3oc(CCCc4ccccc4)nc3c2)CC1,-7.5,-1.4,2.0,-1.8,-1.5,29.2,38.1,-14.3,-8.6,33.9*
COc1ccc(OCCOC(=O)c2[nH]c(C)c(C(C)=O)c2C)cc1,-8.7,3.0,-0.8,-2.1,1.6,17.4,-5.4,-4.0,-6.7,-0.5
NS(=O)(=O)c1ccc(Nc2ccc3nonc3c2[N+](=O)[O-])cc1,-6.8,-2.0,1.1,1.4,-1.3,-15.4,10.2,3.1,4.1,-3.5
O=C(COc1ccc(-n2cnnn2)cc1)Nc1cc(Cl)cc(Cl)c1,?,1.8,-6.6,1.0,5.9,56.0,-3.1,-16.0,16.8,-11.1
CCN1CCn2c1nc(N1CCCCC1)nc2=O,-7.0,-4.8,-1.4,.,2.1,-26.4,-3.6,5.5,-19.7,.
CCOC(=O)c1c(C)[nH]c(C)c1S(=O)(=O)NCc1ccccc1C,-13.5,-0.6,-5.5,12.6,-0.7,6.3,-0.8,3.0,-12.4,-2.1
O=C(CN(C1CCCCC1)S(=O)(=O)c1ccc(F)cc1)NCCCO,-5.3,1.3,3.9,-3.5,3.5,-21.1,3.4,-4.5,-13.7,.
COc1ccc(N2C(=O)CC(Sc3n[nH]c(-c4ccc(C)cc4)n3)C2=O)cc1 (centres undefined),-6.0,1.4,9.3,0.2,5.9,-11.8,17.9,-14.7,-16.0,-3.1
CCOC(=O)C1=C(O)C(=O)NC(c2ccccc2)=C(OCC)C1,2.1,0.3,3.2,-2.7,2.1,-4.5,0.8,19.5,-3.1,.
CCN=C(N/N=C/c1ccc([N+](=O)[O-])cc1)SC,2.6,-0.4,-2.8,.,0.4,-17.1,4.4,-14.2,-13.2,.
COc1ccc(NC(=S)Nc2ccc(S(=O)(=O)N3CCOCC3)cc2)c(OC)c1,4.1,-0.4,-0.1,3.1,-0.2,-25.7,-6.3,0.8,-7.3,-0.1
O=C(Nc1ccc(F)cc1)Nc1ccc(Oc2ncnc3cc(Cl)ccc23)nc1,9.4,-1.6,-2.9,1.1,9.8,-13.5,-4.7,-25.3,-11.1,3.0
Cc1ccc(S(=O)(=O)NC(=O)Nc2ccc(C)cn2)cc1,-0.2,0.1,-1.2,.,-2.0,-46.5,-1.3,5.0,-7.5,0.5
O=C(O)CCCN1C(=O)/C(=C/c2ccc(-c3nc4ccccc4s3)o2)SC1=S,-21.0,-0.1,-3.6,.,-3.4,6.0,1.1,-21.9,11.9,.
Cc1nn(C)cc1CNC(=O)C1(C)CC1(Cl)Cl (centres undefined),4.0,0.3,0.1,-1.9,-0.8,-2.5,-2.7,-19.6,6.7,3.9
CCC1CCCCN1CCNC(=O)CCS(=O)(=O)c1ccc(Br)cc1 (centres undefined),-4.8,1.6,0.1,5.9,-2.1,0.1,-1.8,-23.0,-11.3,.
COC(CNC(=O)c1ccc2c3c(onc13)-c1ccccc1C2=O)OC,-6.7,0.5,2.3,.,-0.5,48.5,.,23.2,-7.8,70.7*
